From PubChem
FLuc inhib CS – Photinus pyralis luciferase inhibition counter-screen; inhibition, % at 10 µM; ATPLite firefly luciferase biochemical luminescence, 10 min; P08659; 200,000 tested, 1.5% active;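 active = inhibition above about 50% when tested at 10 µM, limit read from the data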
Target sequence (P08659 whole entry, looked up): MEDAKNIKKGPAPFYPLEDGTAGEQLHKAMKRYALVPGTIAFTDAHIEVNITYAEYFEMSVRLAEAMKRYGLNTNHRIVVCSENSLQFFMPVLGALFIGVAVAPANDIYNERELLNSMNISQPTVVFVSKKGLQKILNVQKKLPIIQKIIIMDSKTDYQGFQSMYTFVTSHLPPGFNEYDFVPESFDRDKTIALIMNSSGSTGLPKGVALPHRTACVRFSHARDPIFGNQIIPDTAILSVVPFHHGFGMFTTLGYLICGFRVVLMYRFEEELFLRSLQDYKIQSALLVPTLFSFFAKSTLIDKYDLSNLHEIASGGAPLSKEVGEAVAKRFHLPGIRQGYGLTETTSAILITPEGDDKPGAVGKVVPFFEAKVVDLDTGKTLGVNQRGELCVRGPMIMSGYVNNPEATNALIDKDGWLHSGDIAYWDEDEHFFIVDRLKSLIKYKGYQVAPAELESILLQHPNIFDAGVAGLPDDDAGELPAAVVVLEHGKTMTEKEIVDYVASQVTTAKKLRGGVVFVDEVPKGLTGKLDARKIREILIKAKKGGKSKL
FLuc act counter – affects firefly luciferase, flagging false hits in luciferase stimulation screens; P08659; ATPlite luciferase biochemical, luminescence, 10 min; 0 = ATP-free wells, 1 = DMSO control; activation factor at 10 µM; 200,000 tested, under 10 active;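 active = luciferase activation factor, scaled between plate controls, of at least 2 with compound at 10 µM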
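Material: luciferase plus luciferin reagent, cell-free. Medium: PBS buffer for ATP. Also added: ATP substrate, dispensed from a 10.24 µM working solution in PBS. Doses: test compounds dosed from 2 mM stocks in 100% DMSO. Incubation: 10 min post-reagent at room temperature. Technique: light output (luminescence). Read-out basis: luminescence gain marking luciferase activators.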
HMGR II inh – E. faecalis class II HMG-CoA reductase inhibition; purified E. faecalis HMGR, NADPH absorbance 340 nm kinetic; inhibition, % at 10 µM; 190,000 tested, 0.41% active;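 active = inhibition above a set limit, the median over all tested compounds plus 3 SD, cut at about 9.5% in these data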;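 note: enzyme runs in reverse so mevalonate oxidation gives rising NADPH absorbance; 0% = complete reaction with DMSO and 100% = background rate lacking mevalonate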
STAT1 act – increases IFN-gamma driven STAT1 reporter signal; NIH 3T3 STAT1-luciferase reporter, luminescence; 100% = IFN-gamma alone, no compound; activation (% of control), % at 5.5 µM; 200,000 tested, 2.6% active;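 active = activation above the screen-wide mean activation plus 3 SD, cut at about 130% in these data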;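 note: raw ratio to IFN-gamma control signal so 100% means no change and 0% no light; values of inactives mirror those of a sister screen read the other way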
NF-kB expr up – compounds increasing NF-kB expression in human neuronal cells. 190,000 tested, 1.6% active. fold change at 12.5 µM. NF-kB reporter expression; active compounds read high; in the data active = fold change above about 3.3
G6PDH counter – inhibits Leuconostoc G6PDH, flagging false hits in G6PDH-based assays. Purified L. mesenteroides G6PDH, diaphorase/resazurin coupled fluorescence, 45 min. inhibition, % at 5 µM. 200,000 tested, 0.12% active; in the data active = inhibition above about 50%
APP 5'UTR act – APP 5'UTR luciferase reporter activation. SH-SY5Y APP 5'UTR luciferase reporter, luminescence; zero percent = DMSO vehicle wells. 190,000 tested, 1% active. activation, % at 2 µM. AID 1276;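 active = activation above a set limit, based on mean plus 3 SD of controls, cut at about 140% in these data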; note: values of inactives mirror those of a sister screen read the other way
Hsp70 activator – switches on Hsp70 transcription; HeLa Hsp70 promoter luciferase reporter, luminescence; scaled: vehicle 0, proteasome-inhibitor control 100%; activation, % at 10 µM; 200,000 tested, 0.04% active; AID 1203;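 active = activation above the mean across all tested compounds plus 3 SD, cutoff set per campaign, cut at about 5.5% in these data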;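 note: 100% = MG132 at 30 µM as the positive control and 0% = DMSO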
Redox H2O2 prof – compounds producing H2O2 with reducing agent – biochemical, NIH compound library profiling, artefact control for MLSCN library redox annotation, primary screen | DTT-dependent redox cycling H2O2, phenol red/HRP absorbance; 100% = 100 µM peroxide control, 0% = buffer | activation, % at 10 µM | 200,000 tested, 0.03% active | AID 878;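 active = activation of at least 50% relative to the plate's high and low controls in the primary single-dose screen; inactive = activation below 50%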;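 note: compound incubated with DTT at 0.8 mM final as the reducing agent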
APP transl inh – APP translation inhibition | SH-SY5Y APP 5'UTR-luciferase reporter, luminescence | 190,000 tested, 0.82% active | inhibition, % at 2 µM | AID 1285;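 active = inhibition above a set limit, derived from the sample mean plus 3 SD, cut at about 45% in these data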; note: values of inactives mirror those of a sister screen read the other way
Numbers without * were called inactive.

`COC(=O)c1ccc2nc(C)c(C)nc2c1` gave FLuc inhib CS -6, FLuc act counter 1.1, HMGR II inh 0, STAT1 act 106, NF-kB expr up 1.5, G6PDH counter 3, APP 5'UTR act -4, Hsp70 activator -0.2, Redox H2O2 prof 3.2 and APP transl inh 4.
COc1ccc(Nc2nnc(SCC3CCCCO3)s2)cc1 (configuration not stated) was read as FLuc inhib CS -1, FLuc act counter 1, HMGR II inh 2, STAT1 act 100, NF-kB expr up 1.1, G6PDH counter 1, APP 5'UTR act 10, Hsp70 activator 0.2, Redox H2O2 prof -1.4 and APP transl inh -10.
For N#Cc1c(N)nc(SC2CCCCC2=O)c(C#N)c1-c1ccco1 (configuration not stated) the results were STAT1 act 102, APP 5'UTR act 9, Hsp70 activator -0.4, Redox H2O2 prof -0.5 and APP transl inh -9.
O=C(CN1CCCC1)NC(=O)NC1CCCC1 was read as FLuc inhib CS -4, FLuc act counter 1, HMGR II inh -6, STAT1 act 104, NF-kB expr up 0.97, G6PDH counter 4, APP 5'UTR act 5, Hsp70 activator -0.4, Redox H2O2 prof 0.1 and APP transl inh -5.
`Cc1ccccc1Nc1nc(N)nc(CSCC(=O)Nc2cccc(Br)c2)n1` gave FLuc inhib CS -3, FLuc act counter 1, HMGR II inh -7, STAT1 act 95, NF-kB expr up 0.99, G6PDH counter 1, APP 5'UTR act 7, Hsp70 activator -0.4, Redox H2O2 prof 0.4 and APP transl inh -6.
For CCOc1ccc2nc(SCC(=O)NC(=O)NCc3ccco3)[nH]c2c1 the results were FLuc inhib CS 0, FLuc act counter 1, HMGR II inh -1, STAT1 act 101, NF-kB expr up 1.1, G6PDH counter 6, APP 5'UTR act 3, Hsp70 activator -0.5, Redox H2O2 prof 2.5 and APP transl inh -3.
Screening Cc1c(NC(=O)c2cc(-c3cccs3)on2)c(=O)n(-c2ccccc2)n1C returned FLuc inhib CS 3, FLuc act counter 1, HMGR II inh -6, STAT1 act 95, NF-kB expr up 1.2, G6PDH counter 11, APP 5'UTR act -2, Hsp70 activator -0.2, Redox H2O2 prof -1.3 and APP transl inh 2.
For CCNc1nc(SC(C)C(=O)Nc2ccccc2)nc(N2CCOCC2)n1 (configuration not stated) the results were FLuc inhib CS -6, FLuc act counter 1.1, HMGR II inh 0, STAT1 act 104, NF-kB expr up 1, G6PDH counter -3, APP 5'UTR act 8, Hsp70 activator 0.2, Redox H2O2 prof 1.5 and APP transl inh -8.
`COc1ccc(CNCC(=O)Nc2cccc(S(N)(=O)=O)c2)cc1` gave FLuc inhib CS 4, FLuc act counter 1, HMGR II inh -4, STAT1 act 98, NF-kB expr up 1.1, G6PDH counter 2, APP 5'UTR act -3, Hsp70 activator -0.3, Redox H2O2 prof -1.4 and APP transl inh 3.
`COC(=O)C1=C(C(=O)OC)SC(=C2C(=S)C(C)(C)N(C(=O)C3CC3)c3ccccc32)S1` gave FLuc inhib CS -5, FLuc act counter 1.1, HMGR II inh -4, STAT1 act 100, NF-kB expr up 0.92, G6PDH counter -1, APP 5'UTR act -12, Hsp70 activator -0.3, Redox H2O2 prof -1.7 and APP transl inh 12.
For Cc1cccc2cc(-c3ccccc3)c(-c3ccccc3)c[n+]12 the results were FLuc inhib CS -6, FLuc act counter 1.1, HMGR II inh 1, STAT1 act 77, NF-kB expr up 0.61, G6PDH counter 0, APP 5'UTR act 0, Hsp70 activator 0.0, Redox H2O2 prof -0.1 and APP transl inh 0.
Screening CC(=O)c1c(C)[nH]c(C(=O)CSc2nnc(C)s2)c1C returned FLuc inhib CS -2, FLuc act counter 1, HMGR II inh -3, STAT1 act 99, NF-kB expr up 1.3, G6PDH counter -1, APP 5'UTR act 22, Hsp70 activator -0.3, Redox H2O2 prof -0.8 and APP transl inh -22.
CCCCc1ccc(/C=C2\C(=O)c3ccccc3C(O)=C2C(=O)OCC)cc1 was read as FLuc inhib CS 3, FLuc act counter 1, HMGR II inh 2, STAT1 act 98, NF-kB expr up 2.2, G6PDH counter -10, APP 5'UTR act -2, Hsp70 activator -0.3, Redox H2O2 prof -0.9 and APP transl inh 2.
`CC(=O)Nc1ccc(CN2CCN(C3CCCCC3)C(CCO)C2)cc1` (configuration not stated) gave FLuc inhib CS -6, FLuc act counter 1.1, HMGR II inh 0, STAT1 act 104, NF-kB expr up 0.89, G6PDH counter 11, APP 5'UTR act 4, Hsp70 activator 0.4, Redox H2O2 prof -1.1 and APP transl inh -4.
O=C(O)/C(=C\c1cccs1)Sc1nnc(-c2ccc(F)cc2)o1 was read as FLuc inhib CS -1, FLuc act counter 1, HMGR II inh 2, STAT1 act 103, NF-kB expr up 1, G6PDH counter 10, APP 5'UTR act -7, Hsp70 activator -0.1, Redox H2O2 prof 0.8 and APP transl inh 7.
Screening S=c1[nH]nc(-c2ccccc2)n1C1C=CCCC1 (configuration not stated) returned FLuc inhib CS 11, FLuc act counter 0.9, HMGR II inh -6, STAT1 act 106, NF-kB expr up 0.93, G6PDH counter -4, APP 5'UTR act 23, Hsp70 activator 0.0, Redox H2O2 prof -0.3 and APP transl inh -23.
CNCc1ccccc1OCc1ccc(F)cc1 was read as FLuc inhib CS -2, FLuc act counter 1, HMGR II inh -4, STAT1 act 100, NF-kB expr up 1, G6PDH counter 7, APP 5'UTR act 4, Hsp70 activator -0.3, Redox H2O2 prof 1.0 and APP transl inh -4.
Screening Cc1ccc(S(=O)(=O)N2CCOCC2)cc1C(=O)N1C(=O)c2cccc(N)c2C1=O returned FLuc inhib CS -3, FLuc act counter 1, HMGR II inh 7, STAT1 act 103, NF-kB expr up 0.88, G6PDH counter 6, APP 5'UTR act 0, Hsp70 activator -0.1, Redox H2O2 prof -0.1 and APP transl inh 0.
Screening CN(C)CCC(O)(c1ccccc1)c1ccccc1 returned FLuc inhib CS -5, FLuc act counter 1.1, HMGR II inh -1, STAT1 act 99, NF-kB expr up 1.2, G6PDH counter -2, APP 5'UTR act -10, Hsp70 activator -0.5, Redox H2O2 prof 0.1 and APP transl inh 10.
CCOC(=O)Nc1ccc2c(c1)N(C(=O)CCN1CCOCC1)c1ccccc1S2=O (configuration not stated) was read as FLuc inhib CS -7, FLuc act counter 1.1, HMGR II inh 1, STAT1 act 86, NF-kB expr up 1.5, G6PDH counter 13, APP 5'UTR act -13, Hsp70 activator -0.1, Redox H2O2 prof -0.1 and APP transl inh 13.

The last 3 compounds of the section before open the next one.
Screening Cc1ccc(S(=O)(=O)N2CCOCC2)cc1C(=O)N1C(=O)c2cccc(N)c2C1=O returned FLuc inhib CS -3, FLuc act counter 1, HMGR II inh 7, STAT1 act 103, NF-kB expr up 0.88, G6PDH counter 6, APP 5'UTR act 0, Hsp70 activator -0.1, Redox H2O2 prof -0.1 and APP transl inh 0.
Screening CN(C)CCC(O)(c1ccccc1)c1ccccc1 returned FLuc inhib CS -5, FLuc act counter 1.1, HMGR II inh -1, STAT1 act 99, NF-kB expr up 1.2, G6PDH counter -2, APP 5'UTR act -10, Hsp70 activator -0.5, Redox H2O2 prof 0.1 and APP transl inh 10.
CCOC(=O)Nc1ccc2c(c1)N(C(=O)CCN1CCOCC1)c1ccccc1S2=O (configuration not stated) was read as FLuc inhib CS -7, FLuc act counter 1.1, HMGR II inh 1, STAT1 act 86, NF-kB expr up 1.5, G6PDH counter 13, APP 5'UTR act -13, Hsp70 activator -0.1, Redox H2O2 prof -0.1 and APP transl inh 13.
Screening Cc1ccc(CSc2nnc(Nc3ccc(C)cc3)s2)cc1 returned FLuc inhib CS -6, FLuc act counter 1.1, HMGR II inh -2, STAT1 act 101, NF-kB expr up 1, G6PDH counter 10, APP 5'UTR act 10, Hsp70 activator -0.2, Redox H2O2 prof 0.3 and APP transl inh -10.
Screening CCCCOC(=O)/C(=C/C=C/c1ccccc1)NC(=O)c1ccccc1 returned FLuc inhib CS -1, FLuc act counter 1, HMGR II inh -1, STAT1 act 116, NF-kB expr up 1, G6PDH counter 6, APP 5'UTR act 9, Hsp70 activator -0.1, Redox H2O2 prof 0.2 and APP transl inh -9.
CCOc1ccc(S(=O)(=O)N2CCN(Cc3ccccc3)CC2)c2cccnc12 was read as FLuc inhib CS -1, FLuc act counter 1, HMGR II inh 1, STAT1 act 95, NF-kB expr up 1.2, G6PDH counter 11, APP 5'UTR act 1, Hsp70 activator 0.5, Redox H2O2 prof -4.1 and APP transl inh -1.
O=S(=O)(N1CCCCC1)N1CCN(S(=O)(=O)N2CCCCC2)CC1 was read as FLuc inhib CS -4, FLuc act counter 1, HMGR II inh 0, STAT1 act 101, NF-kB expr up 0.98, G6PDH counter 5, APP 5'UTR act 0, Hsp70 activator 0.2, Redox H2O2 prof 2.2 and APP transl inh 0.
`Cc1ccccc1OCCSc1nnc(-c2cccnc2)n1N` gave FLuc inhib CS 0, FLuc act counter 1, HMGR II inh -6, STAT1 act 99, NF-kB expr up 0.95, G6PDH counter 8, APP 5'UTR act -3, Hsp70 activator -0.6, Redox H2O2 prof 0.5 and APP transl inh 3.
For COc1ccccc1-n1nnnc1SCC(=O)Nc1cc(C)on1 the results were FLuc inhib CS -5, FLuc act counter 1, HMGR II inh -12, STAT1 act 91, NF-kB expr up 1.1, G6PDH counter 2, APP 5'UTR act 4, Hsp70 activator -0.3, Redox H2O2 prof 0.4 and APP transl inh -4.
Screening Cc1ccc(S(=O)(=O)N/N=C\C=C\c2ccccc2)cc1 returned FLuc inhib CS -6, FLuc act counter 1.1, HMGR II inh 2, STAT1 act 95, NF-kB expr up 1.2, G6PDH counter -13, APP 5'UTR act 19, Hsp70 activator -0.2, Redox H2O2 prof -6.8 and APP transl inh -19.
Screening CCC(CC)c1nnc(NC(=O)[C@@H](NC(=O)c2cccc(C)c2)C(C)C)s1 returned FLuc inhib CS -3, FLuc act counter 1, HMGR II inh 4, STAT1 act 95, NF-kB expr up 0.8, G6PDH counter 10, APP 5'UTR act -6, Hsp70 activator -0.1, Redox H2O2 prof 0.1 and APP transl inh 6.
O=C(CN1C(=O)/C(=C\c2ccc(F)cc2)Oc2ccccc21)NCc1ccco1 was read as FLuc inhib CS 0, FLuc act counter 1, HMGR II inh -2, STAT1 act 84, NF-kB expr up 1.2, G6PDH counter -26, APP 5'UTR act -14, Hsp70 activator -0.4, Redox H2O2 prof 0.4 and APP transl inh 14.
`CC(=O)Nc1cccc(-c2nc3ccc(NC(C)=O)cc3[nH]2)c1` gave FLuc inhib CS 40, FLuc act counter 0.6, HMGR II inh -5, STAT1 act 91, NF-kB expr up 1.2, G6PDH counter 11, APP 5'UTR act 1, Hsp70 activator -0.3, Redox H2O2 prof 1.9 and APP transl inh -2.
Screening O=C(Cn1nnc(-c2ccc(F)cc2)n1)OCC(=O)c1ccccc1 returned FLuc inhib CS -4, FLuc act counter 1, HMGR II inh 4, STAT1 act 100, NF-kB expr up 0.98, G6PDH counter 3, APP 5'UTR act -10, Hsp70 activator -0.3, Redox H2O2 prof -2.7 and APP transl inh 10.
`Cn1c(C(O)C(O)c2ccccc2)nc2ccccc21` (configuration not stated) gave FLuc inhib CS -3, FLuc act counter 1, HMGR II inh -8, STAT1 act 102, NF-kB expr up 1.1, G6PDH counter 13, APP 5'UTR act -11, Hsp70 activator -0.1, Redox H2O2 prof 0.2 and APP transl inh 11.
`CC1(C)Cc2nc(Cl)c(C(=O)O)cc2CO1` gave FLuc inhib CS -4, FLuc act counter 1, HMGR II inh -3, STAT1 act 94, NF-kB expr up 1.2, G6PDH counter 26, APP 5'UTR act 2, Hsp70 activator 0.0, Redox H2O2 prof -1.5 and APP transl inh -2.
